# Source: PubChem (The Scripps Research Institute Molecular Screening Center)
# TAAR1 ag: agonists of human TAAR1; hit rate 0.99% among 360,000; CHO RD-HGA16 TAAR1, Fluo-8 calcium fluorescence; vehicle wells 0%, saturating PEA agonist 100%; Q96RJ0; activation, % at 3 µM;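 active means activation above the mean activation of all test compounds in the run plus 3 SD, cut at about 38% in these data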
#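 Signal – calcium-sensitive Fluo-8 signal, excitation 470-495, emission 515-575 nm · System – RD-HGA16 (CHO) cells co-expressing Gα16 and hTAAR1 · Incubation – 17-24 h seeding, 75 min 37 °C dye, 30 min RT · Compound dosing – 3 µM single concentration · Repeats – no replicates (n 1)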
# CHO-K1 Ca antag: M1 antagonist counterscreen hit in parental CHO-K1 cells | ATP-induced calcium, Fluo-8 fluorescence | inhibition, % at 3 µM | hit rate 0.6% among 360,000 | AID 602250;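 active means inhibition above a per-plate cutoff, the plate's mean sample inhibition plus 3 SD, cut at about 24% in these data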;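 further: 0% = DMSO plus EC80 ATP and 100% = DMSO alone without ATP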
# OXTR potentiator: human OXTR potentiation; hit rate 0.061% among 320,000; activation, % at 3 µM; AID 2445; CHO-OTR cells, Fluo-8 calcium fluorescence, potentiator mode; 0% = oxytocin EC15, 100% = EC100; P30559;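 active means activation above that plate's cutoff, the mean activation of tested compounds plus 3 SD, cut at about 6.6% in these data, passing the limit was not always enough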;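 further: 100% uses oxytocin at 75 nM as the full agonist control; some results filed as inactive read as strong as hits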
#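 System: human OTR in CHO cells / Also added: sub-maximal oxytocin, roughly EC15 / Control set: EC15 oxytocin low, 75 nM oxytocin high / Schedule: 6 min compound pre-incubation at room temperature, 100 s kinetic read / Compound: single-point 3.0 µM / Replication: singlicate / Technique: Fluo-8 calcium dye fluorescence / Read-out basis: % activation of max/min ratio relative to oxytocin controls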
# TAAR1 antagonist: human TAAR1 antagonism; Q96RJ0; CHO RD-HGA16 TAAR1, Fluo-8 calcium fluorescence, antagonist; inhibition, % at 3 µM; hit rate 1.5% among 360,000;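 active means inhibition above a per-plate cutoff, the mean inhibition of test compounds on that plate plus 3 SD, cut at about 49% in these data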;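 further: 0% = DMSO plus EC80 beta-PEA response and 100% = DMSO alone without agonist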
#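 Assay system: RD-HGA16 CHO cells with stable hTAAR1 and Gα16 / Reagent: EC80 β-phenethylamine stimulus / Doses: 3 µM, single point / Timing: dye loading 75 min at 37 °C, then 30 min room temperature / Measured by: Fluo-8 intracellular calcium dye fluorescence, real-time kinetic reads / Controls: vehicle wells and EC80 agonist wells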
# CHO-K1 Ca PAM: nonselective activator or artifact in parental CHO-K1 calcium assay; activation, % at 3 µM; AID 602247; hit rate 0.02% among 360,000; ATP EC20, Fluo-8 calcium fluorescence; 0% at ATP EC20, 100% at ATP max;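 active means activation above the run cutoff, the mean activation of all test compounds plus 3 SD, cut at about 40% in these data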;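 further: peak over basal fluorescence ratio in a 140 s read after ATP addition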
# V1aR counter: V1a receptor agonism, counter-screen for OXTR agonists; P37288; CHO-V1R cells, Fluo-8 calcium fluorescence, agonist mode; 0% DMSO, 100% 3 nM vasopressin; activation, % at 3 µM; hit rate 0.25% among 320,000; AID 2797;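 active means activation above the mean activation of all tested compounds plus 3 SD, per screening run, cut at about 20% in these data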;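 further: signal is peak over basal fluorescence ratio across a 100 second FLIPR read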
# Target sequence (P37288 whole entry, looked up): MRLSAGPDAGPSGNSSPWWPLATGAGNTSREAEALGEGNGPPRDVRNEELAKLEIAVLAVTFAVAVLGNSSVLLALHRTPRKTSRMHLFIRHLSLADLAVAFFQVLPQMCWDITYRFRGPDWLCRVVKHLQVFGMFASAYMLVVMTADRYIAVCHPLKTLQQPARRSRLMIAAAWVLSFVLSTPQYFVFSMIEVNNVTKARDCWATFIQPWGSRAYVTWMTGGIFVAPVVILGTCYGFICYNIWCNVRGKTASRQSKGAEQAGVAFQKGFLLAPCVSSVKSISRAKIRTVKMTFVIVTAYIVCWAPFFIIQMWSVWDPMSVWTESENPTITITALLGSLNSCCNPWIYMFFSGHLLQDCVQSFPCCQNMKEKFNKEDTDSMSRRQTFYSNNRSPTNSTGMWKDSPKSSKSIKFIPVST
# CHO parental Ca: counter-screen for OX1R antagonists: effect in parental CHO cells; inhibition, % at 5.6 µM; parental CHO-K1, ATP-induced calcium, Fluo-8 fluorescence; hit rate 0.63% among 330,000;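 active means inhibition above that plate's mean sample inhibition plus 3 SD, cut at about 26% in these data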;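 further: 0% = ATP-challenged DMSO wells and 100% = DMSO wells without ATP; some compounds past the cut are filed as inactive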
#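 Measured by: calcium-sensitive Fluo-8 fluorescence / Test system: CHO parental line / Controls: ATP-challenged DMSO wells low, unchallenged DMSO wells high / Measure: % inhibition / Compound: single nominal dose of 5.6 µM per compound / Replicates: single well per compound, no replicates / Reagent: ATP as calcium-mobilizing challenge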
# M1 ag: agonists of human M1 muscarinic receptor; CHO-K1 hM1, Fluo-8 calcium fluorescence, agonist mode; 0% DMSO, 100% acetylcholine EC100; activation, % at 3 µM; hit rate 0.33% among 360,000; AID 588814;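 active means activation above the run's mean compound activation plus 3 SD, cut at about 16% in these data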;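 further: peak over basal fluorescence ratio within a 140 s kinetic read after compound addition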
# Target sequence (P11229 whole entry, looked up): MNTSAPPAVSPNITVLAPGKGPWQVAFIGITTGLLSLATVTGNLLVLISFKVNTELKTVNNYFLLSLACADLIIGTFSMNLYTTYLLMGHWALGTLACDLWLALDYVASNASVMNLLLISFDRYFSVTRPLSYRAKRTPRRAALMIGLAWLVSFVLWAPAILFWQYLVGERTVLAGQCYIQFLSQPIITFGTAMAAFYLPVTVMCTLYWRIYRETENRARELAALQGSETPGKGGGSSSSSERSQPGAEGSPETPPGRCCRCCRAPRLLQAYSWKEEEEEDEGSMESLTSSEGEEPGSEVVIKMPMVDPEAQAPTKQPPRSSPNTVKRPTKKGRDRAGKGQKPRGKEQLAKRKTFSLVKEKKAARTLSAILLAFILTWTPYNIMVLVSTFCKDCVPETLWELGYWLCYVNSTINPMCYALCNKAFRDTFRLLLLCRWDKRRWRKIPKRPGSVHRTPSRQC
# M1 ag parental: nonselective activator or artifact in parental CHO-K1 cells. Fluo-8 calcium fluorescence; scaled to maximal ATP response, vehicle zero. activation, % at 3 µM. hit rate 0.48% among 360,000. AID 602248; in the data active means activation above about 15%;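 further: untransfected CHO-K1 host cells lacking M1 receptor as counterscreen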
# * = called active by the depositor; nt = not tested or not shown.
Molecule	TAAR1 ag	CHO-K1 Ca antag	OXTR potentiator	TAAR1 antagonist	CHO-K1 Ca PAM	V1aR counter	CHO parental Ca	M1 ag	M1 ag parental
Cc1ccc(CNCC2CCCO2)s1 (centres undefined)	2	-10	-4	-5	1	1.8	-4	-5	0.1
COCCn1c(SCC(=O)NCC2CCCO2)nc2c(c1=O)SCC2 (centres undefined)	0	-5	-8	-5	7	-0.7	-11	-2	1.3
CN(C)S(=O)(=O)c1cccc(CNCC2COc3ccccc3O2)c1 (centres undefined)	59*	-18	-13	-13	5	4.8	-14	6	10
O=S(=O)(Nc1ccc(Cl)cc1)c1ccc(N2CCOCC2)c(NC(=S)NC2CC2)c1	2	0	-16	11	2	4.2	-30	-3	1.1
CC1(c2nnc(-c3cccc(Cl)c3)o2)CC(c2ccc(C#N)cc2)=NO1 (centres undefined)	12	-1	-5	11	-11	6.4	-4	6	0.9
COc1ccc(C(=O)NNC(=O)c2ccc3ccccc3n2)cc1	5	13	-1	-9	-1	0.7	-12	-4	0.4
C=C1CC2C(=O)N(Cc3cc(OC)ccc3OC)C(C(=O)OCC)(C(=O)OCC)C1N2C(=O)OC(C)(C)C (centres undefined)	3	-16	-9	5	17	-0.6	-31	-4	0.3
N#Cc1c(-c2ccncc2)c2c([nH]c1=S)CCCC2	3	0	-8	-6	-3	0.4	-12	0	0.1
COc1ccc(NC(=O)c2ccccc2-c2ccccc2)cc1	1	0	-1	-9	11	-0.1	-18	-6	-0.3
CCCN1C(=O)C2C(C(=O)Nc3cccc(OC)c3)C3C=CC2(O3)C1C(=O)NC1CCCCC1 (centres undefined)	2	-4	-4	-2	4	1.0	-12	-3	0.0
CCOc1ccc(NC(=O)COc2coc(CN3CCc4ccccc4C3)cc2=O)cc1	1	8	5	-39	-1	0.2	-15	-2	0.7
CC(=O)N1CCN(C(=O)c2ccc(-n3c(C)ccc3C)cc2)CC1	1	-10	-3	-11	29	1.7	9	-6	0.4
Cc1c(C(=O)NCc2ccccn2)oc2ccc(S(=O)(=O)N3CCC4(CC3)OCCO4)cc12	12	-1	-1	19	6	0.9	-29	-9	4.0
COc1cc(C2C(C(N)=O)=C(C)Nc3nc(CCCO)nn32)cc(OC)c1OC (centres undefined)	0	-6	-9	1	26	4.7	-6	2	1.4
CCOC(=O)N/N=C/c1cn(CCCOc2ccc(C)cc2)c2ccccc12	1	-7	-8	20	22	1.2	-5	-4	2.9
O=P(O)(O)COc1ccccc1P(=O)(c1ccccc1)c1ccccc1	6	6	-2	3	1	2.0	-7	-4	0.2
COc1cc(/C=C/c2[nH]c(=O)[nH]c(=O)c2[N+](=O)[O-])cc(OC)c1O	0	-3	nt	3	-4	nt	nt	0	-0.4
COc1ccc(-n2c(O)c(C=NC3CC3)c(=O)[nH]c2=O)cc1	1	6	-9	-14	7	1.1	-7	1	0.2
O=C(Nc1cccc(S(=O)(=O)N2CCCCC2)c1)c1ccc([N+](=O)[O-])o1	6	8	-3	-8	-17	1.0	-10	-2	2.2
O=C(NCC(=O)N1CC=C(c2ccccc2)CC1)c1ccco1	0	9	-4	-17	-10	0.1	-1	-1	0.4
COc1cc(-c2cc(NC=O)c3ncc(-c4cccc(C(=O)N(C)C)c4)n3c2)cc(OC)c1OC	5	3	nt	15	5	nt	nt	-3	4.3
c1ccc(-c2ncnc3ccccc23)cc1	0	-16	nt	5	24	nt	nt	-2	0.7
CC(=O)c1ccc(Cl)c(Cl)c1Cl	-1	-4	1	9	0	0.3	-13	1	0.3
Cc1ccc2cc(CCNC(=O)C(=O)c3c(C)[nH]c4ccccc34)c(=O)[nH]c2c1	2	6	-4	14	5	0.1	-13	-8	1.1
COc1ccc(C(=O)Oc2cc(OC)cc(OC)c2C(C)=O)cc1	18	-11	-8	1	5	1.3	-16	-6	0.0
COc1cc(CN2CCN(Cc3cn(C)c4ccccc34)CC2CCO)cc(OC)c1 (centres undefined)	5	0	0	-8	7	1.6	-20	-6	0.8
CCOC(=O)c1c(CN(C)C)oc2cc(CN(C)C)c(O)c(CSc3ccccc3)c12	3	-11	-15	-4	20	0.0	-5	-5	0.0
CC(=O)NC1C(OCc2ccccc2)OC(CO)C(OC(C)=O)C1OC(C)=O (centres undefined)	1	-1	-5	-7	10	-0.3	7	-4	-0.2
CC(/C=C/c1ccccc1F)=N\NC(=O)C(C)C	0	0	-3	-1	7	0.6	-9	-5	0.2
COc1ccc(/C=C(\C#N)C(=O)OCC(=O)NCc2ccccc2OC)cc1	5	-1	0	-22	5	-0.6	-6	-1	1.1
CCOC(=O)c1cc(CC)sc1/N=C/C1C(=O)CC(C)(C)CC1=O	2	-2	8	0	11	0.5	-11	-8	0.0
COC(=O)c1nc(NC(=O)c2ccccc2)n[nH]1	13	-16	-8	-6	17	0.3	-7	-4	0.2
Fc1ccc(F)c(C2=NNC(=Nc3ccccc3F)SC2)c1	-2	-8	-4	-9	24	1.9	-5	-7	3.7
CCCCn1c(N)c(N(CCC(C)C)C(=O)c2sc3nc4n(c(=O)c3c2C)CCC4)c(=O)[nH]c1=O	0	-1	-1	9	0	0.8	-9	-2	0.3
Cc1ccc2c(c1)NC(=O)C(CC(=O)NCc1cccnc1)O2 (centres undefined)	0	7	-11	5	-10	-0.5	-7	-11	-0.1
Cc1ccc(S(=O)(=O)c2nc(-c3ccco3)oc2NCC2CCCO2)cc1 (centres undefined)	5	15	-6	-4	-9	0.3	-14	-3	0.0
C/C(=N\NC(=O)c1ccc(O)cc1)c1ccc2c(c1)Nc1ccccc1S2	6	-2	-10	14	11	2.6	-2	-7	5.9
COc1ccc(NC(=O)N(C)C[C@H]2Oc3ccc(NC(=O)NC4CCCCC4)cc3C(=O)N([C@H](C)CO)C[C@@H]2C)cc1	0	-4	-1	11	-9	1.1	-2	-5	0.1
O=S1(=O)N[C@H](Cc2ccccc2)COc2cccc(N3CCN(Cc4ccccc4F)CC3)c21	3	-15	nt	18	12	nt	nt	nt	3.2
Cc1nnc(SCC(=O)Nc2ncc3c(n2)CCCC3=O)s1	2	-2	-7	-11	15	0.1	-19	-4	0.3
Cc1c(OC(C)C(=O)NCC2CCC(C(=O)O)CC2)ccc2c1oc(=O)c1ccccc12 (centres undefined)	3	-3	-9	-9	18	0.7	-1	-2	0.4
CC(C)/C=N/Nc1nc(-c2ccc(Br)cc2)cs1	3	7	-1	-16	2	-1.3	-22	-3	-0.2
Cc1ccc(-c2nnc(NC(=O)CCS(=O)(=O)c3ccccc3)o2)c(C)c1	2	-8	nt	-21	14	nt	nt	-2	0.1
COc1cc(C2C(C#N)=C(N)Oc3n[nH]c(-c4ccncc4)c32)cc(OC)c1OC (centres undefined)	14	3	-10	11	0	0.3	0	0	-0.3
Cc1ccc2c(N)c(C#N)sc2n1	1	4	-14	5	-5	1.6	-11	-2	0.2
C#CCNC(=O)C[C@@H]1C[C@@]2(C(=O)OC)CCCCC=C2N(Cc2ccccc2)C1=O	5	-25	nt	1	18	nt	nt	nt	1.8
O=C(c1ccc(-n2cncn2)c2ccoc12)N1CCOCC1	1	-3	nt	2	10	nt	nt	-3	0.4
Nc1ccc(S(=O)(=O)c2ccc(N3CCOCC3)c(N)c2)cc1	3	16	nt	-11	-17	nt	nt	1	0.8
CCN1CCCC1CNC(=O)c1cc2c(-c3ccc(Cl)cc3)nn(C)c2s1 (centres undefined)	nt	-12	-3	nt	6	1.0	-16	-9	-0.3
CCC(O)c1c(-c2ccccc2)nn(C)c1Cl (centres undefined)	2	3	1	4	5	1.4	-8	-6	-0.3
CCOc1ccc(C(=O)N2CCN(Cc3ccccc3)CC2)cc1	1	-7	3	-17	20	-0.4	-4	-8	1.6
CCOC(=O)c1oc2ccccc2c1COC(=O)CNC(=O)c1ccccc1F	5	-2	nt	-4	4	nt	nt	-5	2.5
Cc1ccc(C(=O)NCCN(C)C)cc1C	1	-10	0	-7	12	1.0	0	-3	0.4
COCCN(C(=O)COC(=O)CSc1ccc(Cl)cc1)c1c(N)n(Cc2ccccc2)c(=O)[nH]c1=O	5	-4	-1	-13	13	0.3	-15	-3	-0.1
C[C@H]1CN([C@@H](C)CO)S(=O)(=O)c2ccc(Br)cc2O[C@@H]1CN(C)C(=O)Cc1ccccc1	3	-6	nt	-1	20	nt	nt	-7	1.4
COc1ccccc1N1CCN(C(c2cccs2)C(C)NC(=O)c2ccncc2)CC1 (centres undefined)	0	-9	-5	-19	11	-0.1	-29	-3	1.5
COCCNC(=O)/C(C#N)=C/c1c(N2CCN(c3cccc(Cl)c3)CC2)nc2c(C)cccn2c1=O	2	-4	-12	13	-5	1.1	-25	-5	0.6
CC1CN(C(=O)COC(=O)c2c(Cl)cccc2Cl)CC(C)O1 (centres undefined)	9	20	-12	23	-17	0.9	-19	-1	-0.2
Cc1ccc(NC(=O)c2ccc3c(c2)S(=O)(=O)c2ccccc2C3=O)cc1S(=O)(=O)N1CCOCC1	1	-12	3	-18	-1	-0.1	-4	0	0.2
COc1cc(OC)cc(C(=O)NC2CCSC2=O)c1 (centres undefined)	7	7	0	6	-2	0.5	-4	-1	-0.3
CC(=O)Nc1ccc(NC(=O)CCn2nnc3ccccc32)cc1	0	0	-8	-6	21	0.1	0	-7	1.6
CC(C)c1cc(C(=O)N2CCCC(Nc3ccc(F)cc3)C2)nc(N)n1 (centres undefined)	0	-9	-4	-22	11	1.5	-20	1	0.9
CCN(CC)C(=O)C1CCCN(Cc2nc(-c3cccs3)no2)C1 (centres undefined)	2	-5	2	-14	12	0.4	-13	-1	1.4

# Reprinted from the results shown, two compounds:
Molecule	TAAR1 ag	CHO-K1 Ca antag	OXTR potentiator	TAAR1 antagonist	CHO-K1 Ca PAM	V1aR counter	CHO parental Ca	M1 ag	M1 ag parental
CCN1CCCC1CNC(=O)c1cc2c(-c3ccc(Cl)cc3)nn(C)c2s1 (centres undefined)	nt	-12	-3	nt	6	1.0	-16	-9	-0.3
CCC(O)c1c(-c2ccccc2)nn(C)c1Cl (centres undefined)	2	3	1	4	5	1.4	-8	-6	-0.3
